GalR3 antagonist – GalR3 antagonists in HEK293 cells, primary screen, cell-based, fluorescence readout; AID 651719, 2012; 360,000 compounds, 0.44% hits; inhibition, % at 3 µM; HEK293 GalR3-CNG cAMP membrane potential fluorescence; galR3 body fused to GalR1 C-terminus; Galanin receptor type 3 (Homo sapiens), O60755;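 active means inhibition above the screen-wide average plus 3 SD, cut at about 13% in these data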;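 further: forskolin and galanin both at EC90 stimulate the cells; cAMP rise reported by CNG channel membrane potential dye signal; 0% = forskolin plus galanin with DMSO and 100% = forskolin alone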
Target sequence (O60755 1-299 limits assumed): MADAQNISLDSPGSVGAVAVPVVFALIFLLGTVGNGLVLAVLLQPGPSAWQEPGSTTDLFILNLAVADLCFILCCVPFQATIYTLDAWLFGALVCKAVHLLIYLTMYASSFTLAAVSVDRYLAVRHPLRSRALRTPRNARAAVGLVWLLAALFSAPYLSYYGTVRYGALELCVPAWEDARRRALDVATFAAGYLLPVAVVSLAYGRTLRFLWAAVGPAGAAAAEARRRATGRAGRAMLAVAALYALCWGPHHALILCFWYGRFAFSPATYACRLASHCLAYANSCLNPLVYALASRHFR
Numbers without * were called inactive; & = joins results of further samples.

Molecule	GalR3 antagonist
O=S1(=O)CC(N2CCCCC2)CN1Cc1cn(Cc2cccc(Cl)c2)nn1 (stereo not drawn)	-2
CCCC(=O)N1CCC1(C)C(=O)Nc1ccc2nc(C)ccc2c1 (stereo not drawn)	-7
COC(=O)C1(C(=O)OC)C[C@H](/C=C/c2ccccc2)N(Cc2ccccc2OC)[C@@H]1c1cccs1	1&-7
CCOC1=C2CN(S(=O)(=O)c3ccc(C)cc3)[C@H](c3ccccc3)C[C@@H]2N(S(C)(=O)=O)[C@H](c2ccccc2)C1	-8
COC(=O)[C@]12C[C@H](CC(=O)NCc3ccccc3)C(=O)N(CCC3=CCCCC3)C1=C[C@H](C(C)(C)C)O[C@@H]2C	-5
CCCS(=O)(=O)NC(=O)C1(C)CCN(C(=O)c2cccnc2Oc2ccccc2)C1 (stereo not drawn)	-5
CCCCCC(=O)N1C[C@H](O)[C@@H](n2cc(-c3ccc(F)cc3)nn2)C[C@@H]1c1ccc(Cl)cc1	-9
OC[C@@H]1CN(Cc2ccc(F)cc2)C[C@H](n2cnc3c(N4CCN(c5ccccc5)CC4)ncnc32)O1	-6
CN1CCN(c2ccc(-c3cc(NC=O)c4ncc(-c5ccc(F)c(Cl)c5)n4c3)cc2)CC1	-1
COc1cccc(C(O)c2nc(-c3cccc(C(=O)O)c3)cs2)c1 (stereo not drawn)	-5
O=C(NCc1cccnc1)c1cc(C2CCCN(C(=O)c3ccc4c(c3)CCO4)C2)on1 (stereo not drawn)	-5
O=C(Nc1ccc(F)c(Cl)c1)c1csc([C@H]2C[C@H](O)[C@@H](CO)O2)n1	-6
C[C@@H]1CN([C@@H](C)CO)C(=O)CCCn2cc(nn2)CO[C@H]1CN(C)C(=O)Nc1ccccc1F	0
COc1ccc(C(O)c2nc(-c3cc(F)cc(Cl)c3)cs2)cc1 (stereo not drawn)	-6
CCOc1ccc(S(=O)(=O)Nc2cccc(C(=O)N3CCN(c4ccccn4)CC3)c2)cc1	-3
O=C1OC(c2ccccc2)Sc2ccccc21 (stereo not drawn)	-5
N#Cc1cc(NC(=O)c2ccc(Cl)cc2)ccc1Sc1ccccc1	-8
CCCCN1CC(COCc2ccccc2)Oc2cccc(Oc3ccc(C)cc3)c2S1(=O)=O (stereo not drawn)	-1
Cc1cccc(S(=O)(=O)NC(=O)C2(C)CCN2C(=O)Cc2ccc(Cl)cc2Cl)c1 (stereo not drawn)	2
Cc1ccc(S(=O)(=O)N(C)C[C@@H]2OCc3cnnn3CCCC(=O)N([C@@H](C)CO)C[C@H]2C)cc1	-6
O=C1CC(c2ccccc2)C(c2ccccc2)=NN1 (stereo not drawn)	-3
CCOC1=C2[C@H](c3ccc(CC)cc3)N(S(=O)(=O)c3ccc(C)cc3)C[C@H]2C(C#N)(C#N)C(C#N)(C#N)C1	-4
CN(Cc1ccccc1)C(=O)c1cccc(NC(=O)Cc2cccc(NC(=O)C3CCN(C(=O)C4CC4)CC3)c2)c1	-1
Cc1nc2ccc(C(=O)NCCc3c[nH]c4ccccc34)cn2c1N(C)C(=O)CCc1ccccc1	4
CCCNC(=O)C1(C)CCN(Cc2cccc(OC(=O)c3ccccc3)c2)C1 (stereo not drawn)	-8
CCC(=O)N(C)C[C@H]1Oc2cc(-c3ccccc3F)ccc2S(=O)(=O)N([C@H](C)CO)C[C@H]1C	-6
COc1cccc(-c2cnc3c(NC=O)cc(-c4ccc(S(C)(=O)=O)cc4)cn23)c1	1
COc1cc2ccc(-c3ccc4ccccc4n3)cc2cc1OC	1
Cc1ccccc1S(=O)(=O)NC(=O)C1(C)CCN1C(=O)Cc1cccs1 (stereo not drawn)	-3
CC(=O)Nc1ccc(C=NNC(=O)CCCC(=O)NN=Cc2ccc(NC(C)=O)cc2)cc1	-5
CC(C)(C)NC(=O)C(CCc1ccccc1)n1c(=O)c(-c2ccccc2)nc2ccccc21 (stereo not drawn)	-1
O=C1NC[C@H](CCCCN2CCN(CCC3CCCCC3)C(=O)C2=O)N(CCc2ccccc2)C1=O	-4
COC(=O)[C@]12C[C@H](CC(=O)NCCc3ccccc3OC)C(=O)N(Cc3ccccc3)C1=C[C@H](C(C)(C)C)O[C@@H]2C	-5
C[C@H](CCC(=O)OCc1cn(CC(=O)c2ccc(O)cc2)nn1)C1CC[C@H]2[C@@H]3CC[C@@H]4C[C@H](O)CC[C@]4(C)[C@H]3C[C@H](O)[C@]12C (stereo partly drawn)	-4
CCCCN(C)C(=O)c1[nH]c(C(F)(F)F)nc1-c1ccccc1	6
COC(=O)/C=C1\Nc2ccc(Cl)cc2C(=O)NC1=O	-6
CSc1ccc(Cn2c(C)c(C(=O)NCCC#N)sc2=O)cc1	2
C[C@@H]1C=CCCO[C@]12C(=O)N(CC1CC1)c1cccc(Br)c12	-8
CC(=O)Nc1cc(-c2cccc(C(=O)NCCN(C)C)c2)cn2c(-c3cccc(C(F)(F)F)c3)cnc12	-5
CC1(C(=O)Nc2ccc3c(c2)OCCO3)CN(S(C)(=O)=O)CC(=O)N1CCCn1ccnc1 (stereo not drawn)	-7

6 successive compounds already listed, quoted:
Molecule	GalR3 antagonist
CCCCN(C)C(=O)c1[nH]c(C(F)(F)F)nc1-c1ccccc1	6
COC(=O)/C=C1\Nc2ccc(Cl)cc2C(=O)NC1=O	-6
CSc1ccc(Cn2c(C)c(C(=O)NCCC#N)sc2=O)cc1	2
C[C@@H]1C=CCCO[C@]12C(=O)N(CC1CC1)c1cccc(Br)c12	-8
CC(=O)Nc1cc(-c2cccc(C(=O)NCCN(C)C)c2)cn2c(-c3cccc(C(F)(F)F)c3)cnc12	-5
CC1(C(=O)Nc2ccc3c(c2)OCCO3)CN(S(C)(=O)=O)CC(=O)N1CCCn1ccnc1 (stereo not drawn)	-7

The listing continues.
Molecule	GalR3 antagonist
CN(C)S(=O)(=O)n1cc(/C=C(\NC(=O)c2ccccc2F)C(=O)NCCN2CCOCC2)c2ccccc21	-8
COc1ncnc2c1ncn2CCCN1CCN(c2ccccn2)CC1	-4
Cc1ccc([C@H]2C(C(=O)O)=CCN2S(=O)(=O)c2ccc(C)cc2)cc1	2
CCNC(=O)C1CCCN(C(=O)c2ccc(C)c(F)c2)CC1 (stereo not drawn)	-6
COC(=O)[C@@]12C[C@@H](CC(=O)NCCCN3CCCC3=O)C(=O)N(Cc3ccc4c(c3)OCO4)C1=CCC(C)(C)C2	0
Cc1cccc(C)c1NC(=O)C(c1ccc(C(F)(F)F)cc1)n1c(=O)c(-c2cc3ccccc3[nH]2)nc2ccccc21 (stereo not drawn)	-9
COc1ccc(-c2cnc(C(O)c3ccccc3)[nH]2)cc1 (stereo not drawn)	-2
COc1cccc(NC(=O)COC(=O)c2ccc3c(c2)OCO3)c1	-2
CCNC(=O)C1CCCN(C(=O)c2cccs2)CC1 (stereo not drawn)	-6
Cc1ccccc1CN1C(=O)c2ccccc2C1c1nnnn1Cc1ccccc1 (stereo not drawn)	-4
Cc1cc(OCC(=O)OCC(=O)NC2CCS(=O)(=O)C2)ccc1Cl (stereo not drawn)	-3
CCC(CO)Nc1ccn2nc(-c3ccccc3)cc2n1 (stereo not drawn)	-8
CCCCn1nnnc1C(CC)N1CCN(C/C=C/c2ccccc2)CC1 (stereo not drawn)	0
CCOC(=O)CC1COCCN1C(=O)c1cc(COc2ccccc2SC)on1 (stereo not drawn)	-1
COc1cc(OC)nc(Nc2nc(C(N)c3ccccc3Cl)cs2)n1 (stereo not drawn)	-5
COc1ccccc1-c1cccc(-c2nc(C(=O)Nc3nccs3)cc3c2[C@@H](CCO)N(C(=O)CC2CC2)C3)c1	-2
CN(C)c1ccc(NC(=O)CSc2n[nH]c(-c3ccncc3)n2)cc1	-3
Cc1ccc(Cc2c(C(C)(C)C)nc3ccc(Br)cn23)cc1	-3
O=C(C(=O)N1CCN(C/C=C/c2ccccc2)CC1)c1ccccc1	3
CC(C)[C@H]1COCCS(=O)(=O)N1Cc1ccccc1-c1cccc2c1sc1ccccc12	-3
COc1ccc(CN2C[C@@H](CO)O[C@@H](n3cnc4c(NCc5ccco5)ncnc43)C2)cc1	-4
CCCCCNC(=O)C(C1CC1)n1c(=O)c(-c2ccccc2)nc2ccccc21 (stereo not drawn)	-5
O=C(OCC(=O)c1c[nH]c2ccccc12)c1ccc(F)c(S(=O)(=O)N2CCOCC2)c1	-8
Cc1cc2nnc(SCc3ccc4c(c3)OCO4)n2c2ccccc12	6
CC(C)NC(=O)C1(C)Cc2c(-c3ccc(C(N)=O)cc3)ccnc2O1 (stereo not drawn)	-7
O=C(CC(=O)c1ccccc1)CS(=O)(=O)c1ccccc1	1
O=C1NC[C@H](CCCCN2C[C@H](Cc3ccc(O)cc3)N(Cc3ccccc3)C(=O)C2=O)N(CC2CCCCC2)C1=O	0
CCC(=O)N[C@H]1CC[C@@H](CCn2cc(C3CC3)nn2)O[C@@H]1CO	-6
O=C(Nc1cccc2cccnc12)c1ccc2sc([C@@H]3O[C@H](CO)[C@H](O)[C@H](O)[C@H]3O)nc2c1	1
Cc1cc(S(=O)(=O)N2CCN(CC(=O)N(C)Cc3ccccc3)CC2)ccc1Br	6
COc1ccc(NC(=O)N(C)C[C@H]2OCc3cnnn3CCCC(=O)N([C@@H](C)CO)C[C@H]2C)c(OC)c1	2
O=C(NCc1ccccc1)c1cc(C2CCCN(C(=O)CCc3ccccc3)C2)on1 (stereo not drawn)	-6
CSc1ccc(CN2CCC(N3CCC(C(=O)NC4CC4)CC3)CC2)cc1	-6
CC1(C)N=C(N)N=C(N)N1CCCCc1ccccc1	-4
COc1ccc(-c2ccc(C(=O)NCCN3CCOCC3)c3occc23)c(C)c1	-7
CN(C)[C@H]1CCN([C@@H]2CS(=O)(=O)N[C@H]2COCc2ccccc2)C1	-3
Cc1noc(NS(=O)(=O)c2ccc(NC(=O)c3cccc(S(=O)(=O)N(C)c4ccccc4)c3)cc2)c1C	0
C[C@H](O)[C@@H]1C(=O)N2CCc3ccc(N4CCOCC4)cc3[C@@H]2C[C@@H]1N(C)S(=O)(=O)c1ccccc1	0
CC(=O)c1ccc(OCC(=O)N2CCN(S(=O)(=O)c3ccc(Br)s3)CC2)cc1	-3
COc1ccc2oc3c(ccc[n+]3C)c(=O)c2c1	-8
c1ccc(-c2nnc3nc(N4CCCCC4)nc(N4CCCCC4)n23)cc1	3
CC1CCCC(NC(=O)CCN2C(=O)COc3ccccc32)C1C (stereo not drawn)	-4
COc1ccc(NC(=O)N(C)C[C@H]2Oc3cc(Br)ccc3S(=O)(=O)N([C@H](C)CO)C[C@@H]2C)cc1	-6
O=C(CN1CCN(C(=O)c2ccco2)CC1)Nc1cc(S(=O)(=O)N2CCCC2)ccc1Cl	-5
CCOC(=O)C1CSCCS(=O)(=O)N1Cc1ccc(C)cc1 (stereo not drawn)	-5
CNc1cc(-c2cccc(C(=O)N3CCOCC3)c2)ncn1	6
CC(=O)Nc1cccc(-c2ccnc3c2CC(C(=O)NCc2cccs2)O3)c1 (stereo not drawn)	4
O=C(CCN1C(=O)c2ccccc2S1(=O)=O)NCc1ccccc1Cl	-3
CCN(c1ccccc1)S(=O)(=O)c1cccc(C(=O)N(C)CC(=O)Nc2ccc(F)c(F)c2F)c1	-6
CC(C)(C)OC(=O)N(Cc1ccccc1)Cc1ccccc1OCc1cccc(NC(=O)C2CC2)c1	-6

Next part:
Molecule	GalR3 antagonist
C[C@@H]1CN([C@H](C)CO)C(=O)CCCn2cc(nn2)CO[C@H]1CN(C)C(=O)Nc1cccc(F)c1	-7
NC(Cc1ccc(O)cc1)C(=O)NN=Cc1ccccc1Cl (stereo not drawn)	-8
CN1CCn2cnc(C(=O)N3CCN(c4ccccc4)CC3)c2C1=O	1
Clc1ccc2c(-c3ccccc3)nc(-c3cccs3)nc2c1	1
CN(Cc1ccc(F)cc1)C(=O)CN1CCN(S(=O)(=O)c2ccc3c(c2)OCCCO3)CC1	-2
CC(C)N1CC2(CC(c3ccccc3F)=NO2)CN1C(=O)c1ccc(C(C)(C)C)cc1 (stereo not drawn)	0
COc1cc(OC)c2c(-c3cccc(-c4ccc(C(F)(F)F)cc4)c3)cc(=O)oc2c1	-6
S=c1c2[nH]cnc2ncn1CCSc1ncnc2nc[nH]c12	-6
CCCN(CC(=O)Nc1ccccc1C)C(=O)C1CC(=O)N(c2ccccc2OCC)C1 (stereo not drawn)	-2
COC(=O)[C@]12C[C@H](CC(=O)NCc3cccc(C(F)(F)F)c3)C(=O)N(CCc3ccc(OC)c(OC)c3)C1=C[C@H](C(C)(C)C)O[C@@H]2C	-7
O=C(Nc1cc(F)ccc1F)c1ccc2c(=O)n3c(nc2c1)CCC3	-7
CCC(=O)N1Cc2cc(C(=O)NCCOC)nc(-c3cccc(-c4ccc(C#N)cc4)c3)c2[C@H]1CCO	-5
C=CCOc1ccc(/C=C/C(=O)N2CCCN(S(=O)(=O)c3c(C)noc3C)CC2)cc1	0
CCN1C(=O)[C@H]2[C@@H](c3ccc(C)cc3)N[C@]3(CCCN(Cc4ccc(OC)cc4)C3=O)[C@H]2C1=O	-6
COc1ccc(/C=C/C(=O)OCC(=O)N2c3ccccc3CC2C)cc1OC (stereo not drawn)	-6
COc1ccc(C2CC(=O)C(c3cccc(C)c3)=CN2Cc2ccccc2)cc1 (stereo not drawn)	-5
COC(=O)c1ccc2nc(-c3ccc(Cl)cc3)c(Cc3ccccc3OC)n2c1	-4
O=C(O)CNC(=O)C1(N2C(=O)c3ccccc3C2=O)CCCC1	-1

From PubChem

These rows are one share of the data; the hit share may differ from the screen's.
